# Screening data from PubChem.
# Vif-A3F inh: Vif-A3F binding inhibition. HeLa A3F-eYFP + Vif (tagged APOBEC3F with the HIV-1 protein that degrades it), YFP fluorescence increase. Potency, µM (highest dose often 46.1 µM), without a hit: top-dose activity, negative = active. 390,000 tested, 0.2% active; note: potency is the fitted concentration of half-maximal effect; % of control where 0% means no effect; nearly all actives have a fitted effect of over 65% in size
#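 HeLa cells stably expressing Vif plus C-terminally eYFP-tagged A3F were seeded, incubated overnight at 37 deg C, dosed with compound, incubated overnight again at 37 deg C. Yellow fluorescence (Ex 488/Em 500-530) reported blocked Vif-mediated A3F-eYFP degradation.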
# mIDH1 inhibitor: blocks human mutant IDH1 R132H enzyme. O75874. IDH1-R132H enzyme, NADPH consumption, diaphorase/resazurin fluorescence. Potency, µM (series often up to 76.6 µM), without a hit: at the highest dose activity change, negative = inhibition, most hits filed as inhibitors. 390,000 tested, 0.093% active; note: potency is the fitted concentration of half-maximal effect; % is set by controls: 0 for no effect and ±100 for the full control effect; nearly all actives have a fitted effect of over 65% in size
# Target sequence (O75874 whole entry R132H, stated change not applied): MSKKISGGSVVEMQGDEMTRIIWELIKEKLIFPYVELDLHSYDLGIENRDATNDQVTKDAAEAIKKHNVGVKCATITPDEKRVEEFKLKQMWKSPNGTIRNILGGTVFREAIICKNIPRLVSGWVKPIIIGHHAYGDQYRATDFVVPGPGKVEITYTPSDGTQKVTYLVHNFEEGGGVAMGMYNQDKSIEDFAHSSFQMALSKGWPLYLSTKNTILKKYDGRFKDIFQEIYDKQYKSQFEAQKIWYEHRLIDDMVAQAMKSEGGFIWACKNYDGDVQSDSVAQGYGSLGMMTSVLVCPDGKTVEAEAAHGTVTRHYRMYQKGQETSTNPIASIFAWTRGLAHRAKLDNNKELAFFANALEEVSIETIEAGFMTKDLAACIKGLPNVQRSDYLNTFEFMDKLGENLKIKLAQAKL
#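 IDH1-R132H (0.5 ug/mL) preincubated 30 min with compound, then NADPH (0.016 mM) and alpha-KG (2 mM) added; 80 min at RT, pH 7.5. Remaining NADPH coupled via diaphorase/resazurin to fluorescence (540/590 nm); concentration-response curves normalized to no-enzyme control.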
# Vif-A3G inh: inhibitors of Vif-APOBEC3G interaction; Q9HC16; HeLa A3G-eYFP + Vif (tagged APOBEC3G with the HIV-1 protein that degrades it), YFP fluorescence, overnight; Potency, µM (top dose mostly 46.1 µM), for the others: top-dose activity, negative = active, most hits filed as inhibitors; 410,000 tested, 0.076% active;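 note: potency is the fitted concentration of half-maximal effect; % is set by controls: 0 for no effect and ±100 for the full control effect; nearly all actives have a fitted effect of over 60% in size; hits raise eYFP signal because A3G escapes Vif-driven loss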
#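 Read-out is eYFP fluorescence (Ex 488/Em 500-530) from Vif-expressing HeLa A3G-eYFP cells; more signal means A3G escaped Vif-mediated degradation. Cells plated overnight, compound pinned in, incubated overnight at 37 deg C.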
# USP1-UAF1 inh: blocks the human USP1/UAF1 deubiquitinase complex | O94782 | Potency, µM (doses to about 57.1 µM), for the others: top-dose activity change, negative = inhibition, usual class: inhibitors | AID 743255 | 390,000 tested, 0.23% active | recombinant USP1/UAF1, Ub-Rhodamine cleavage fluorescence; note: potency is the fitted concentration of half-maximal effect; % is set by controls: 0 for no effect and ±100 for the full control effect; nearly all actives have a fitted effect of over 60% in size; inactives centre near -12
#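 USP1/UAF1 complex (1 nM) preincubated 15 min at room temperature with compound, then Ub-Rho substrate (150 nM final) added. Kinetic fluorescence at 480/540 nm over 6 reads at 60 s intervals; 50 mM HEPES pH 7.8, 0.5 mM EDTA, 0.1 mg/ml BSA, 1 mM TCEP, 0.01% Tween-20.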
# RXFP1 ag: activates the human relaxin receptor RXFP1. HEK293T-RXFP1 cAMP TR-FRET, 30 min; response scale: percent of porcine relaxin response, buffer zero. Potency, µM (doses to about 57.5 µM), inactives show top-dose activation, usual class: activators. 370,000 tested, 0.3% active; note: potency is the fitted concentration of half-maximal effect; % is set by controls: 0 for no effect and ±100 for the full control effect; nearly all actives have a fitted effect of over 60% in size; many of its hits are not listed in these tables
#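 HEK293 cells stably expressing RXFP1, treated 30 min at 37C with compounds plus PDE4 inhibitor Ro 20174; cAMP measured by HTRF TR-FRET. Normalized to buffer and 29 nM porcine relaxin; EC50 by Hill fit.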
# LDHA inh: inhibitors of human lactate dehydrogenase A. P00338. 480,000 tested, 0.15% active. activity change, % (values are at about 110 or 230 µM). AID 1347041. purified LDHA, NADH/diaphorase-resazurin fluorescence; stronger effect = lower value; in the data active = activity change below about -30%; inconclusive = mostly about -25% to -30%;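 note: plate controls were DMSO wells for no effect and wells without enzyme for full effect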
#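 Enzyme activity of human lactate dehydrogenase 5 (2 nM; 0.06 mM NADH, 0.2 mM pyruvate, 5 min, RT) is measured via a resazurin/diaphorase fluorescence readout of residual NADH.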
# TrxR1 substrate: is turned over as a substrate by rat TrxR1; Potency, µM (highest dose often 114 µM), for the others: at the highest dose activity change, negative = substrate turnover; purified TrxR1 substrate turnover, NADPH consumption readout; 390,000 tested, 0.01% active; O89049; note: potency is the fitted concentration of half-maximal effect; % is set by controls: 0 for no effect and ±100 for the full control effect; nearly all actives have a fitted effect of over 50% in size
# Target sequence (O89049 whole entry, looked up): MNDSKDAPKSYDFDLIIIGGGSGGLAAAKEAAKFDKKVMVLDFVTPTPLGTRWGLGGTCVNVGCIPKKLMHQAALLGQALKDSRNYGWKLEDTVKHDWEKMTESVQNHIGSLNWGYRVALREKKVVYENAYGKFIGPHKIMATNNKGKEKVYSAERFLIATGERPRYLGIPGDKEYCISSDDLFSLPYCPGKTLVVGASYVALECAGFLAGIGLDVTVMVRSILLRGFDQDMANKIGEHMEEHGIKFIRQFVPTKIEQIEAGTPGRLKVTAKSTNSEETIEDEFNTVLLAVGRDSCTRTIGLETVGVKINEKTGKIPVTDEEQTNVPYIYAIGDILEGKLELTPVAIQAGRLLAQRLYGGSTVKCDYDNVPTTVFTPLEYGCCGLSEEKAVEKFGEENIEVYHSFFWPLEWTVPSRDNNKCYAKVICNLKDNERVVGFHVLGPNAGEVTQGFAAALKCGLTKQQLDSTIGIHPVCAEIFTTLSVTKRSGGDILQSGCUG
#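 Rat TrxR1, dispensed at 90 nM, was prereduced with 400 uM NADPH (final) for 5 min at ~22 deg C, then incubated with compound 15 min before 400 uM selenite. A first-read NADPH fluorescence drop versus no-compound background flagged substrates.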
# PI4K2A block: inhibitors of human PI4K2A. Q9BTU6. purified PI4K2A, ADP-Glo luminescence, 1 h; stronger effect = lower value. activity change, negative = inhibition, % at 76.9 µM. 420,000 tested, 0.13% active. AID 1346378; in the data active = activity change below about -50%; inconclusive = mostly about -30% to -49%;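 note: -100% = wells without enzyme as full effect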
#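 ADP-Glo luminescence measured ADP generated by PI4K2A enzyme (4 ug/mL before mixing) with 1.2 mM PI substrate (pre-mix) and 300 microM ATP (pre-mix). Tris pH7.5 buffer with MgCl2, Triton X-100; 1 h reaction at ambient temperature.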
# Glioma ERSR ind: induces the endoplasmic reticulum stress response in human glioma cells; U87-MG GRP78 promoter luciferase reporter, 16 h; Potency, µM, inactives show at the top dose activation, most hits filed as activators; 420,000 tested, 0.02% active; AID 602332; note: potency is the fitted concentration of half-maximal effect; series mostly up to about 76 µM; % of control where 0% means no effect; nearly all actives have a fitted effect of over 35% in size
#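 ERSR induction read as luciferase luminescence (Bright-Glo, 10 min at room temperature) in stably transfected human U87-MG glioma cells exposed to compounds for 16 h, using GRP78 as sensor.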
# Starred values were filed as active, the others as inactive; u = inconclusive; x = no result given; & = joins results of further samples; [ ] = another dose, or the depositor's remark. Unless noted, calls come from the whole dose curve; as a rule, active = well fitted curve in the direction sought with a large enough effect; inconclusive = small, poorly fitted or top-dose-only effect, or another doubt; inactive = no such curve, though single readings can be large; an effect the other way counts as inactive or inconclusive. An excerpt (hit frequency here may not be typical).
no.	mol	Vif-A3F inh	mIDH1 inhibitor	Vif-A3G inh	USP1-UAF1 inh	RXFP1 ag	LDHA inh	TrxR1 substrate	PI4K2A block	Glioma ERSR ind
1	CN(C(=O)COC(=O)c1cc([N+](=O)[O-])ccc1Cl)c1ccccc1	-8%	-3%	-2%	-1%	4.4%	0	14%[0.0914 µM]	1	-3%
2	Cc1ccccc1Nc1nc(N)nc(CN2CCN(C(=O)c3ccccc3)CC2)n1	u	8%	-1%	-7%	0.4%	-3	2%[11.4 µM]	7	-1%
3	COc1ccc(Cl)cc1NS(=O)(=O)N1CCOCC1	-3%	1%	3%	-4%	0.1%	-3	3%	0	-5%
4	CN(C)C(=O)c1ccc(NC(=O)c2cccc(-n3cnnn3)c2)cc1	-5%	-4%	0%	3%	x	-3	x	-3	-1%
5	CS/C(N)=N/N=C/c1c(O)ccc2ccccc12	u	0%	1%	u	6.6%	-3	-12%	2	2%
6	O=C(Cc1ccc(Cl)cc1)NC1CC1	-15%	1%	-1%	-26%	0.4%	-6	3%	-3	-3%
7	COc1ccc(CNC(=O)c2cc(-c3ccc(C)cc3)nc3n[nH]c(-c4ccc(Br)cc4)c23)cc1	1%	-3%	0%	4%	7.6%	-5	6%[57.1 µM]	-3	-1%
8	N#Cc1c(SCC(=O)O)nc(N2CCCCC2)c2c1CCCC2	2%	1%	7%	-17%	9.3%	-1	3%[11.4 µM]	3	3%
9	Cc1ccccc1N(Cc1nnc2n1CCCCC2)C(=O)Nc1ccccc1	-2%	10%	-3%	-14%	-0.4%	0	10%	0	-1%
10	Cc1c(NC(=O)c2nn(CC(C)C)c(=O)c3ccccc23)c(=O)n(-c2ccccc2)n1C	-24%	6%	-1%	-9%	-0.6%	-8	6%[57.1 µM]	-4	-1%
11	Cc1csc(Sc2nc3c(c(=O)[nH]c(=O)n3C)n2Cc2ccccc2Cl)n1	1%	2%	2%	-9%	-1.3%	-7	10%	-3	-6%
12	COc1ccc(-c2noc(CSc3nc(-c4ccccc4)cc(=O)[nH]3)n2)cc1OC	-8%	0%	2%	-13%	3.1%	3	-3%	3	1%
13	Cc1ccc(CCc2nnc(SCC(=O)Nc3cccc(Cl)c3)n2-c2ccccc2)o1	5%	0%	-7%	-18%	-1.9%	-6	2%	3	-7%
14	O=C(CCC(=O)Nc1ccccc1)NNC(=O)c1cccs1	2%	1%	1%	-15%	-1.6%	2	5%[57.1 µM]	3	1%
15	CC(NC(=O)c1cn(C(C)c2ccccc2F)nn1)c1ccncc1 (configuration not stated)	-8%	-8%	-9%	-5%	0.3%	-4	-11%	-3	4%
16	CC(C)c1c(C(=O)N/N=C/c2ccncc2)nnn1-c1nonc1N	0%	9%	0%	-12%	-0.1%	-2	-12%	-4	-5%
17	CCN(CC(=O)Nc1c(F)cccc1F)C(=O)c1ccc(N2CCCC2)c([N+](=O)[O-])c1	7%	3%	-7%	-15%	2.0%	-2	-8%	0	-2%
18	CC(C)[C@H](NS(=O)(=O)c1ccccc1)C(=O)OCC(=O)N1N=C(c2ccc(Cl)cc2)CC1c1ccco1 (some centres not stated)	-14%	4%	-1%	-12%	0.3%	0	-4%	-9	-10%
19	CC(=O)NNc1cc(C)nc(NS(=O)(=O)c2ccc(C)cc2)n1	-2%	-11%	3%	-7%	-0.6%	-4	-7%	-18	-2%
20	CC(C)c1ccc(-c2noc(SCC(=O)N3CCN(c4ccc(F)cc4)CC3)n2)cc1	6%	12%	11%	-8%	-0.2%	-10	-2%[57.1 µM]	-3	-2%
21	Cc1ccc(CNCC(O)c2ccccc2)s1 (configuration not stated)	-16%	2%	-7%	-13%	-0.8%	0&5	10%	-3	-1%
22	CN(CC(=O)NC1CCCC1)S(=O)(=O)c1cccc(Cl)c1	7%	7%	3%	-10%	x	-14	12%[57.1 µM]	3	-3%
23	CCN(c1ccccc1)S(=O)(=O)c1cccc(C(=O)Nc2ccc(C)cn2)c1	7%	5%	0%	-22%	-0.2%	-1	4%	3	-2%
24	Cn1c(=O)oc2cc(S(=O)(=O)NCCN3CCCCCC3)ccc21	2%	-1%	-3%	-13%	0.4%	4	9%	-4	-2%
25	CC(NC(=O)CN1C(=O)NC(Cc2ccccc2)(Cc2ccccc2)C1=O)C12CC3CC(CC(C3)C1)C2 (configuration not stated)	4%	5%	1%	-18%	-0.4%	-6	-10%	12	2%
26	C[C@]12C(=O)N(c3ccc(C(F)(F)F)cc3)C(=O)N1[C@H]1c3ccccc3OC[C@@H]1[C@H]2c1ccccc1	-4%	-13%	-7%	-23%	x	-15	3%	-4	-2%
27	COc1ccc(N2CCN(C(=O)NC3CCCCC3)CC2)cc1	-7%	2%	0%	1%	0.1%	-7	7%[57.1 µM]	-5	-3%
28	Cn1cc(C(=O)C(=O)N2CCCc3ccccc32)c2ccccc21	6%	5%	u	-2%	0.0%	-3	-9%	1	-4%
29	COc1ccc(C(=O)Nc2cc(Cl)ccc2OC(=O)c2ccc(OC)cc2)cc1	-10%	1%	-7%	-15%	0.1%	-4	10%	3	5%
30	O=C(/C=C/c1ccc([N+](=O)[O-])cc1)OCC(=O)N1CCCCCC1	1%	5%	-5%	u	x	4	-12%	2	-1%
31	CC(=O)N1CC2(C)CN(C(C)=O)CC(C)(C1)C2O (configuration not stated)	0%	9%	1%	-3%	1.3%	-6	19%	-4	-6%
32	COc1ccc(N2C(=O)C3CCCN3C2c2ccccc2F)cc1 (configuration not stated)	0%	-6%	3%	-14%	0.3%	-10	3%[57.1 µM]	0	0%
33	O=S(=O)(Nc1cccc(-c2cn3c(n2)SCC3)c1)c1ccccc1	1%	-16%	5%	-18%	-0.3%	2	2%	-3	-1%
34	CC(=O)c1ccc(N2CCN(S(=O)(=O)c3csc(C(N)=O)c3)CC2)cc1	2%	0%	2%	u	1.2%	-4	0%	-6	1%
35	COc1ccccc1C(=O)Nc1nnc(-c2ccc(F)cc2)o1	-13%	1%	2%	-15%	-0.6%	-3	-2%	-8	7%
36	Cc1nc(N)sc1-c1csc(NCc2ccccc2)n1	0%	-7%	1%	-14%	-1.3%	6	-7%	-12	-3%
37	CS(=O)(=O)N1CCC(C(=O)O)CC1	-3%	17%	1%	-12%	-0.8%	-11	9%	-8	-2%
38	CC(=O)Nc1ccc2c(c1)C(=O)N(C1CCCCC1)C2=O	0%	5%	0%	-11%	5.5%	-3	24%[57.1 µM]	5	-4%
39	CCOc1ccc2nc(SCC(=O)N3c4ccccc4Sc4ccccc43)c(C#N)cc2c1	u	1%	-2%	-26%	2.2%	5	8%	-5	-8%
40	Cc1cc(C)c2c(N)c(C(=O)NNC(=O)c3ccccc3)sc2n1	16%	5%	9%	-17%	11%	-4	31%[activator]	2	1%

# Part of the list above in order of SMILES length, low to high.
no.	mol	Vif-A3F inh	mIDH1 inhibitor	Vif-A3G inh	USP1-UAF1 inh	RXFP1 ag	LDHA inh	TrxR1 substrate	PI4K2A block	Glioma ERSR ind
37	CS(=O)(=O)N1CCC(C(=O)O)CC1	-3%	17%	1%	-12%	-0.8%	-11	9%	-8	-2%
38	CC(=O)Nc1ccc2c(c1)C(=O)N(C1CCCCC1)C2=O	0%	5%	0%	-11%	5.5%	-3	24%[57.1 µM]	5	-4%
33	O=S(=O)(Nc1cccc(-c2cn3c(n2)SCC3)c1)c1ccccc1	1%	-16%	5%	-18%	-0.3%	2	2%	-3	-1%

# (listing goes on)
no.	mol	Vif-A3F inh	mIDH1 inhibitor	Vif-A3G inh	USP1-UAF1 inh	RXFP1 ag	LDHA inh	TrxR1 substrate	PI4K2A block	Glioma ERSR ind
41	CC(C)[C@H](NS(=O)(=O)c1ccccc1)C(=O)OCn1nnc2ccccc2c1=O	-13%	8%	-1%	-17%	1.7%	-3	-9%[11.4 µM]	-10	3%
42	CC(=O)N1CCN(Cc2nc3scc(-c4ccccc4)c3c(=O)[nH]2)CC1	9%	0%	3%	-1%	3.7%	-4	-5%	0	-4%
43	Cc1cccc(C)c1N=C1C(=O)Nc2ccccc21	-4%	0%	1%	-14%	1.4%	2	2%	5	-5%
44	Cc1ccc(-c2nn(-c3ccc(F)cc3)cc2C(=O)NC2CCC(O)CC2)cc1 (configuration not stated)	9%	6%	0%	-11%	1.2%	-6	-8%	1	0%
45	CCc1nnc(NS(=O)(=O)c2ccc(NC(=S)NC(=O)c3ccncc3)cc2)s1	0%	-1%	0%	-1%	0.1%	0	-5%	-3	-2%
46	CCOc1ccc(Cl)cc1C1CC(=O)Nc2cc(OC)c(OC)c(OC)c21 (configuration not stated)	-4%	-1%	-2%	-26%	4.0%	-4	-1%	-1	-1%
47	Cc1cc(C)cc(N2C(=O)CS(=O)(=O)C23C(=O)N(Cc2ccc(F)cc2)c2ccc(C)cc23)c1 (configuration not stated)	0%	-1%	-1%	-21%	2.3%	3&1	-1%	2	-4%
48	CCC(C)NC(=O)C1CCN(S(=O)(=O)c2cccnc2)CC1 (configuration not stated)	-20%	13%	-1%	-6%	0.5%	0	1%[57.1 µM]	7	-3%
49	Cc1ccc(C(=O)NCC2CCCO2)o1 (configuration not stated)	-4%	6%	3%	-17%	0.2%	1	9%[57.1 µM]	-5	-1%
50	O=C(COC(=O)C1CCC1)NCCc1ccc(Cl)cc1Cl	2%	2%	-6%	-21%	-0.1%	-6	6%	2	-1%
